Ecoli viability – E. coli V3065 growth inhibition, primary screen, counter-screen for AddAB inhibitor project, absorbance, OD600; 18 h; inhibition, % at 11.9 µM; hit rate 0.27% among 330,000;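 active = inhibition above the campaign's mean inhibition across all tested compounds plus 3 SD, cut at about 9.9% in these data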;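 also: uninfected addAB+ strain grown without phage in ampicillin broth; 0% = DMSO wells and 100% = ciprofloxacin 0.95 µg/ml wells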
PKA-R2B activ – activators of PKA-R2B holoenzyme, primary screen, biochemical, fluorescence polarization, Cy5-IP20, human. cAMP-dependent protein kinase catalytic subunit beta (Homo sapiens) + cAMP-dependent …. PKA-R2B holoenzyme dissociation; R2B truncated from residue 108, S112A mutant; 0% DMSO only, 100% 113 µM cGMP. activation, % at 11.4 µM. hit rate 0.079% among 340,000. AID 504700, 2011;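 active = activation above a cutoff set at the mean over all compounds plus 3 SD, cut at about 18% in these data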;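 also: higher means more holoenzyme dissociation and a rise in polarization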
Target sequence (P31323 whole entry, looked up, other chains not shown, the tested form may be a part): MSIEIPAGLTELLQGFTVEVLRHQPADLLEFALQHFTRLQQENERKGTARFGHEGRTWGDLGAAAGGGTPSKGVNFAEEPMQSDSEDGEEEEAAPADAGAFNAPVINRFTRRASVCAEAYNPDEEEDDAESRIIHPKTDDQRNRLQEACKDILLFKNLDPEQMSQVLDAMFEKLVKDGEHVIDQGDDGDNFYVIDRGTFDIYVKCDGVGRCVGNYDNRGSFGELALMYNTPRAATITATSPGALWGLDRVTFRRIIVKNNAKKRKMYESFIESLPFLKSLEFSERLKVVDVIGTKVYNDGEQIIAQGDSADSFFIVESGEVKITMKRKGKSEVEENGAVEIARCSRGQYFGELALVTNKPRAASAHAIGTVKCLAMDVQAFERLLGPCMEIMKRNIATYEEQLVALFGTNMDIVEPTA
HTR5A inv ctr – HTR5A inverse agonists in luminescence cell assay, primary screen, counter-screen for OPRM1-OPRD1 heterodimer inverse agonist project, full-deck HTS; HTR5A cell line, inverse agonism; inhibition, % at 9.3 µM; hit rate 0.083% among 340,000; 5-hydroxytryptamine receptor 5A (Homo sapiens), P47898; in the data active = inhibition mostly above about 23%, no sharp cut-off; inactive = mostly below about 18%;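 also: 0% = cells with DMSO and 100% = no-cell wells with DMSO; some compounds called inactive have numbers as strong as hits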
Mot1-301 SUMO – yeast Mot1-301 growth rescue at high temperature, primary screen, SUMOylation pathway inhibitor project, S. cerevisiae, ATP luminescence, 38.5C; S. cerevisiae Mot1-301 growth rescue; percent above DMSO median, 100 means doubled; growth rescue, % at 18.8 µM; hit rate 1% among 320,000; AID 2716, 2010;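 active = every valid replicate shows activation above 250% relative to neutral control wells; inactive = the rest, any valid replicate at or below 250%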;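 also: OY570 slx delta 5 strain wells were the positive control but not used for scaling; some compounds called inactive have numbers as strong as hits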
phage Ecoli inh – growth loss of phage-infected E. coli, primary screen, RecBCD inhibitor project, absorbance, with phage, HTS. hit rate 0.26% among 360,000. AID 651602, 2012. inhibition, % at 11.9 µM; in the data active = inhibition above about 11%
HTR5A ag ctr – HTR5A agonists in luminescence cell assay, primary screen, counter-screen for OPRM1-OPRD1 heterodimer agonist project, full-deck HTS; 5-hydroxytryptamine receptor 5A (Homo sapiens), P47898; cell-based; activation, % at 9.3 µM; hit rate 0.61% among 340,000; AID 504692, 2011; in the data active = activation mostly above about 9.5%, no sharp cut-off; inactive = mostly below about 7.6%;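 also: 0% = cells with vehicle only and 100% = reference agonist; strong numbers were not always called active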
AddAB inh – growth inhibition of E. coli expressing H. pylori AddAB, primary screen, AddAB inhibitor project, absorbance; AID 435030, 2010; inhibition, % at 11.9 µM; hit rate 0.29% among 330,000; in the data active = inhibition above about 12%;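 also: 0% = vehicle wells of infected cells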
CDK5 p35 inh – inhibitors of human CDK5/p35 kinase, primary screen, biochemical, single concentration | Recombinant CDK5/p35, ADP-Glo luminescence, 60 min | Cyclin-dependent kinase 5 (Homo sapiens) + Cyclin-dependent kinase 5 activator 1 (Homo … | inhibition, % at 10 µM | hit rate 0.01% among 330,000;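 active = highest replicate inhibition of at least 50% and at least 75% of replicates reaching 50%; inconclusive = only one of the two criteria met; inactive = both criteria failed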;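 also: plate controls were DMSO neutral control for no effect and GW8510 at 10 µM for full effect; many of its hits are not listed in these tables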
Target sequence (Q00535 whole entry, looked up): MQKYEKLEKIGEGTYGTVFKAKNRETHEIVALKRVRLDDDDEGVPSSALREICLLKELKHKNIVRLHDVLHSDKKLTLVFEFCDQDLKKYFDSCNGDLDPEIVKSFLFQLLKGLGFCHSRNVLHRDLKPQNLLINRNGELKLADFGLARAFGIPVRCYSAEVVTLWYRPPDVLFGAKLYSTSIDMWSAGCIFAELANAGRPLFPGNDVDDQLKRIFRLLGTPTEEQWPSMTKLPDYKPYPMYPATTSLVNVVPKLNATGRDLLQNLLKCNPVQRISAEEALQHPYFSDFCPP
Target sequence (Q15078 whole entry, looked up): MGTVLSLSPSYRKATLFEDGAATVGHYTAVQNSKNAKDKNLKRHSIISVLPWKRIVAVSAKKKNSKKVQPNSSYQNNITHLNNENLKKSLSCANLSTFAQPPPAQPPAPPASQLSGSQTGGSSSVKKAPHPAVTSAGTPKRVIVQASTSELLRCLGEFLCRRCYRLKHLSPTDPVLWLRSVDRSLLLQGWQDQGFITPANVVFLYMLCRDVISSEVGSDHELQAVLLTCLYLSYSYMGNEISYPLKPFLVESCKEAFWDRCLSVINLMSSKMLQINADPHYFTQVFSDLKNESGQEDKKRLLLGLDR
DAGLB inh – DAGLB lipase inhibitors, primary screen, biochemical, fluorescence, HTS; inhibition, % at 5.17 µM; Diacylglycerol lipase-beta (Homo sapiens), Q8NCG7; HEK293T DAGLB membrane lysate, EnzChek fluorogenic substrate; hit rate 0.059% among 340,000; in the data active = inhibition above about 34%;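 also: 0% = enzyme with vehicle and 100% = wells lacking enzyme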
PKA-R1A activ – activators of PKA-R1A holoenzyme, primary screen, biochemical, fluorescence polarization, Cy5-IP20, bovine R1A, mouse PKAc; PKA-R1A dissociation; scaled: DMSO 0%, 113 µM cGMP 100%; cAMP-dependent protein kinase type I-alpha regulatory subunit (Bos taurus) + …; AID 504707, 2011; hit rate 0.083% among 340,000; activation, % at 11.4 µM;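 active = percent activation above the mean of all tested compounds plus 3 SD, cut at about 19% in these data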;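 also: higher means more PKAc released from R1A so a rise in polarization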
Tat transport – E. coli Tat export inhibitors, primary screen, MC4100, TorA-mCherry reporter, fluorescence, single point; AID 488895, 2010; hit rate 0.036% among 340,000; inhibition, % at 10 µM;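 active = mean replicate inhibition at least 50% and at least half of replicates individually reaching 50%; inconclusive = only one of the two criteria met; inactive = neither criterion met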;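 also: exported cargo escapes ClpAP degradation while cytoplasmic cargo is degraded and loses fluorescence; 0% = median of neutral control wells and 100% = median of NaSCN control wells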
* hit, by the source's call; ? = inconclusive; nt = no result given; & = joins results of further samples.

molecule	Ecoli viability	PKA-R2B activ	HTR5A inv ctr	Mot1-301 SUMO	phage Ecoli inh	HTR5A ag ctr	AddAB inh	CDK5 p35 inh	DAGLB inh	PKA-R1A activ	Tat transport
Cc1ccc(S(=O)(=O)N2CCCC(C(=O)N3CCN(c4ccccc4)CC3)C2)cc1 (stereo not given)	0.7	-6.2	4.7	-13.8	-2.1	8.6	3.3	2.1	2.1	-8.0	-2.1
O=C(O)CCSc1nc(C(F)(F)F)cc(=O)n1-c1ccccc1	0.7	-10.0	-13.7	447.2	0.6	4.3	1.9	0.2	0.9	-11.1	10.3
CCOC(=O)Cc1csc(NC(=O)CSc2nc3sc(C(=O)O)c(C)c3c(=O)[nH]2)n1	-1.0	-1.3	-14.6	26.0	0.6	-6.7	1.6	-1.8	6.1	13.5	-6.2
Cc1ccc(S(=O)(=O)Nc2nc3ccccc3s2)cc1[N+](=O)[O-]	1.7	-3.2	1.6	436.9	3.5	-4.7	1.0	0.8	8.7	-4.4	-4.5
CCCCOC(=O)C1C2CCC(O2)C1C(=O)OCC (stereo not given)	nt	1.9	-9.3	nt	1.9	2.4	nt	0.4	-1.4	-13.4	2.6
O=C(CSc1nnc(-c2cccnc2)o1)c1cc2ccccc2oc1=O	-0.2	6.6	-0.6	5.3	1.5	-2.4	3.2	1.7	-0.8	1.7	-4.4
COc1ccc(C2NC(c3ccc(OC)cc3OC)C(C)C(=O)C2C)c(OC)c1 (stereo not given)	1.5	-14.8	-11.6	10.4	3.4	4.1	2.1	-3.3	-2.2	-5.2	-5.5
COCCN(C(=S)Nc1ccccc1OC)C1CCN(C(C)=O)CC1	1.0	0.2	-28.6	-6.3	1.8	-1.9	4.3	1.1	-2.0	3.4	-4.1
Cc1cc(-c2ccccc2)nc2cc(C(=O)NCc3ccco3)nn12	-0.3	-0.5	-12.8	88.5	0.9	4.9	2.5	0.7	-1.7	-0.9	4.2
COc1ccc2nc(SCC(=O)NC(C)c3ccccc3)[nH]c2c1 (stereo not given)	0.9	-6.2	4.1	86.2	-0.9	-1.6	1.3	0.4	3.7	-13.6	4.1
O=C(CC1C(=O)NCCN1C(=O)Nc1ccccc1)Nc1ccc2c(c1)OCCO2 (stereo not given)	-1.0	2.9	-4.7	-12.5	3.9	2.0	2.1	2.9	-2.7	-9.7	-8.8
CCN(CC)CCSc1nnc(Nc2ccccc2)n1-c1ccccc1	-2.5	-0.6	6.3	-4.4	5.8	1.1	-0.2	-0.6	1.6	11.1	1.1
CC(=O)Nc1cccc(C(=O)N2CCN(S(=O)(=O)c3ccc(C4CCCCC4)cc3)CC2)c1	nt	-8.7	-6.3	nt	0.9	2.5	nt	0.0	1.7	-11.6	7.3
COc1ccc(CCNC(=O)Cn2nc([N+](=O)[O-])c(Br)c2C)cc1OC	0.8	-5.5	19.9	12.9	3.1	-7.9	2.8	-0.3	-0.8	-12.3	1.7
CC(=O)Nc1ccc(NC(=O)CSc2nc3nc(C)cc(C)c3c(=O)[nH]2)cc1	3.1	10.4	-24.8	-4.0	0.3	0.0	2.0	-0.9	1.2	2.9	4.7
O=C(O)c1cc2nc(-c3ccccc3)cc(-c3ccccc3)n2n1	-0.9	7.0	-4.9	1.0	0.0	1.8	4.7	-0.9	1.7	-7.8	-2.2
Cc1cccc([C@@H]2[C@@H]3C(=O)N(Cc4ccccc4)C(=O)[C@@H]3[C@]3(C)C(=O)N(c4ccc(C(F)(F)F)cc4)C(=O)N23)c1	-0.5	-3.5	9.7	-23.5	nt	5.0	2.8	-0.1	-4.6	-5.4	-10.9
Cc1ccc2c(c1)NC(=O)c1cc([N+](=O)[O-])ccc1O2	0.3	-9.8	15.9	8.8	3.3	4.9	-0.7	-4.8	1.1	-17.4	-5.2
O=C(O)CCOc1ccc2c(c1)OCCO2	-0.7	1.9	5.7	21.7	1.3	-2.3	-0.3	0.4	-3.2	0.3	-3.8
O=C(Nc1ncccn1)c1ccc(C(F)(F)F)cc1	2.2	-3.9	11.1	437.7*	3.5	1.1	2.7	0.1	0.5	-16.5	5.1
CC1(/[N+]([O-])=C\c2ccccc2F)CCCCC1=O (stereo not given)	1.1	2.5	-11.4	-8.7	-0.8	0.2	2.3	-0.1	-2.7	-7.2	1.6
O=C(NCc1nc2ccccc2[nH]1)C1=C[C@@H](c2ccc(Br)cc2)C[C@@H](OCCCCO)O1	-0.9	-15.6	11.6	-3.9	2.7	-4.6	1.6	0.3	-1.2	-6.5	2.3
OCCN1CCN(CC(O)COc2ccc3ccccc3c2)CC1 (stereo not given)	-1.4	1.9	-20.6	-9.5	2.1&2.5	0.8	1.3	-0.3	0.6	11.7	-6.6
Cc1c(C)n(CC(O)CN2CCCCC2)c2ccccc12 (stereo not given)	-2.2	0.7	-28.7	nt	3.0	0.8	2.6	0.1	-0.2	-1.1	3.6
CNC(=O)Cn1c(=O)n(C)c2ccccc21	4.3	-7.3	nt	24.9	1.3	nt	4.0	0.0	-1.1	-6.0	-0.9
O=C(NCc1ccccc1)c1nnc(CS(=O)(=O)c2ccccc2)o1	2.2	3.3	-3.7	-10.5	4.2	-2.4	-1.1	0.4	3.1	-11.0	7.1
CC1CCN(C(=O)c2[nH]cnc2C(=O)NCC(=O)OC(C)(C)C)CC1	-1.4	-3.7	-34.9	-8.6	1.4	11.9	0.9	-0.8	0.0	-9.5	2.4
COc1ccc(OCCOC(=O)c2cccc(-n3cnnn3)c2)cc1	-0.2	-9.4	1.1	-6.9	2.5	-0.4	-2.4	0.2	0.8	3.6	2.4
CCc1nnc(NS(=O)(=O)c2ccc(NC(=O)c3cc(Cl)ccc3Cl)cc2)s1	2.5	-12.5	-8.7	327.3	4.5	-5.4	3.6	-0.5	8.5	-10.9	4.6
O=C(c1ccccc1F)N1CCN(c2ccc([N+](=O)[O-])c3ncccc23)CC1	-0.2	-7.2	-7.0	4.9	3.4	5.0	3.8	-1.3	6.2	-15.7	-6.5
Cc1cc(Br)cc(Br)c1OCC(=O)NNC(=O)Nc1ccccc1	-1.2	-3.7	-30.4	-10.2	-0.2	-0.3	1.5	-0.8	-3.6	5.0	-1.7
CC(C)(C)C(=O)/C=C(\N)c1ccncc1	0.5	-4.7	11.3	-11.1	1.0	0.9	4.7	0.6	0.5	-2.7	4.8
CC1=NN(C(N)=S)C(=O)C1N=Nc1ccc(C)c(Br)c1 (stereo not given)	13.0*	-1.2	8.9	-30.4	3.4	-2.3	7.0	0.5	12.5	-7.8	-18.1
CC(=O)N1CCN(S(=O)(=O)c2ccc(S(=O)(=O)NC3CC3)cc2)CC1	1.8	-3.3	9.0	48.9	1.6	-0.9	1.6	-4.9	-2.6	-0.9	5.5
CS(=O)(=O)c1ccc2nc(NC(=O)c3ccc(Cl)nc3)sc2c1	1.1	-2.0	-1.8	8.3	4.4	3.1	1.6	0.9	0.1	9.3	0.3
Cn1c(SCC(=O)Nc2ccccc2Cl)nnc1C1CC1	0.9	-4.3	-5.8	3.2	0.8	1.9	1.8	-0.7	-1.8	3.6	4.1
Cc1ccc(CNC(=O)CN(Cc2ccccc2)S(C)(=O)=O)cc1	1.4	-10.1	-8.9	8.8	1.4	0.2	0.6	-2.3	1.1	-7.0	-0.3
Cc1c(-n2c(=S)[nH]c3ccccc3c2=O)c(=O)n(-c2ccccc2)n1C	-1.9	-18.9	-5.5	49.5	1.5	-0.7	-0.5	2.3	-0.4	-4.8	5.3
COCCN1CN=C(Nc2nc3ccccc3o2)NC1	3.5	-4.1	2.2	-9.1	2.4	-0.6	1.0	1.0	-1.0	-10.4	-4.7
COc1ccc(C2SCCN2S(=O)(=O)c2ccccc2)cc1 (stereo not given)	0.9	-8.7	4.1	nt	3.7	-1.5	0.2	-2.7	-5.0	-4.2	?
Cc1ccc(C(c2nnnn2CS(=O)(=O)c2ccc(C)cc2)N2CCC(C(N)=O)CC2)cc1 (stereo not given)	-2.6	-4.9	-1.0	4.8	-1.6	1.3	0.6	-0.4	-0.1	2.9	-9.4
CC(C)CN(CC(C)C)C(=O)Nc1ccc(F)cc1F	-0.3	3.0	2.3	-15.4	2.8	-1.8	-1.3	-1.5	-4.0	-10.9	0.5
COc1cc(/C=C/C(=O)c2ccc3c(c2)OCO3)cc(OC)c1OC	-0.9	-5.9	-16.0	-18.9	nt	0.5	0.3	0.8	-7.8	-9.8	3.9
Cn1c(=O)c(=O)n(C)c2cc(S(=O)(=O)N3CCCCCC3)ccc21	-3.4	2.0	-18.5	-3.8	3.1	7.8	3.4	-0.1	-0.7	-0.5	-7.3
CN(Cc1cc2ccccc2[nH]c1=O)C(=O)C1CCCCC1	1.1	-1.3	-19.0	-0.3	2.0	-0.8	1.4	1.3	0.9	-10.8	2.8
CCCCCCC(=O)Oc1ccc(N2C(=O)CCC2=O)cc1	-1.1	2.2	6.2	1.0	4.2	6.5	0.3	-0.3	-3.8	-7.1	-3.2
O=C(CNC(=O)c1nc[nH]c1C(=O)N1CCN(c2ccccc2)CC1)OCc1ccccc1	0.1	-7.4	-8.0	-9.3	2.1	-1.9	-0.6	2.7	-0.3	-14.6	17.3
COc1ccc(C2CC(=O)N(CCCN(C)CCc3ccc(OC)c(OC)c3)C2)cc1 (stereo not given)	-1.9	-1.0	-3.6	25.6	3.2	0.5	1.3	1.7	2.4	-9.5	0.4
CC(=O)Nc1ccc(SCC(=O)c2cc(C)n(C)c2C)cc1	1.2	-1.4	-17.2	-5.9	1.7	6.8	-0.8	1.8	0.3	-4.4	-9.4
CC(C)c1ccccc1NC(=O)C1CN(S(=O)(=O)c2ccccc2)CCN1S(=O)(=O)c1ccccc1 (stereo not given)	-2.7	-7.9	2.9	nt	4.9	-1.2	-1.2	0.7	-0.2	-3.0	-3.0
C/C(=N\NC(=O)Cc1csc(N2CCOCC2)n1)c1ccccc1	0.4	-3.5	-6.4	475.7*	3.5	2.7	1.1	-1.0	2.5	1.6	5.4
O=C(N/N=C/C=C/c1ccc2c(c1)OCO2)C(O)c1ccccc1 (stereo not given)	0.0	-4.9	-3.3	-27.3	1.0	1.3	0.6	2.2	-1.4	-3.5	-6.2
